High-throughput results deposited in PubChem BioAssay by National Center for Advancing Translational Sciences (NCATS).
KDM5B inh = blocks human KDM5B histone demethylase activity; Q9UGL1; 220,000 compounds, 2.6% hits; KDM5B demethylase, FDH-coupled NADH fluorescence (FDH is formaldehyde dehydrogenase); Potency, µM (top dose mostly 57.7 µM), for inactives: top-dose activity change, negative = inhibition, hits mostly inhibitors; AID 1347165; active means well fitted inhibition curve with a large enough effect; inconclusive means small, poorly fitted or top-dose-only effect; inactive means no such curve, though single readings can be large or run the other way; further: 0% is about no effect; nearly all actives have a fitted effect of over 70% in size
Target sequence (Q9UGL1 whole entry, looked up): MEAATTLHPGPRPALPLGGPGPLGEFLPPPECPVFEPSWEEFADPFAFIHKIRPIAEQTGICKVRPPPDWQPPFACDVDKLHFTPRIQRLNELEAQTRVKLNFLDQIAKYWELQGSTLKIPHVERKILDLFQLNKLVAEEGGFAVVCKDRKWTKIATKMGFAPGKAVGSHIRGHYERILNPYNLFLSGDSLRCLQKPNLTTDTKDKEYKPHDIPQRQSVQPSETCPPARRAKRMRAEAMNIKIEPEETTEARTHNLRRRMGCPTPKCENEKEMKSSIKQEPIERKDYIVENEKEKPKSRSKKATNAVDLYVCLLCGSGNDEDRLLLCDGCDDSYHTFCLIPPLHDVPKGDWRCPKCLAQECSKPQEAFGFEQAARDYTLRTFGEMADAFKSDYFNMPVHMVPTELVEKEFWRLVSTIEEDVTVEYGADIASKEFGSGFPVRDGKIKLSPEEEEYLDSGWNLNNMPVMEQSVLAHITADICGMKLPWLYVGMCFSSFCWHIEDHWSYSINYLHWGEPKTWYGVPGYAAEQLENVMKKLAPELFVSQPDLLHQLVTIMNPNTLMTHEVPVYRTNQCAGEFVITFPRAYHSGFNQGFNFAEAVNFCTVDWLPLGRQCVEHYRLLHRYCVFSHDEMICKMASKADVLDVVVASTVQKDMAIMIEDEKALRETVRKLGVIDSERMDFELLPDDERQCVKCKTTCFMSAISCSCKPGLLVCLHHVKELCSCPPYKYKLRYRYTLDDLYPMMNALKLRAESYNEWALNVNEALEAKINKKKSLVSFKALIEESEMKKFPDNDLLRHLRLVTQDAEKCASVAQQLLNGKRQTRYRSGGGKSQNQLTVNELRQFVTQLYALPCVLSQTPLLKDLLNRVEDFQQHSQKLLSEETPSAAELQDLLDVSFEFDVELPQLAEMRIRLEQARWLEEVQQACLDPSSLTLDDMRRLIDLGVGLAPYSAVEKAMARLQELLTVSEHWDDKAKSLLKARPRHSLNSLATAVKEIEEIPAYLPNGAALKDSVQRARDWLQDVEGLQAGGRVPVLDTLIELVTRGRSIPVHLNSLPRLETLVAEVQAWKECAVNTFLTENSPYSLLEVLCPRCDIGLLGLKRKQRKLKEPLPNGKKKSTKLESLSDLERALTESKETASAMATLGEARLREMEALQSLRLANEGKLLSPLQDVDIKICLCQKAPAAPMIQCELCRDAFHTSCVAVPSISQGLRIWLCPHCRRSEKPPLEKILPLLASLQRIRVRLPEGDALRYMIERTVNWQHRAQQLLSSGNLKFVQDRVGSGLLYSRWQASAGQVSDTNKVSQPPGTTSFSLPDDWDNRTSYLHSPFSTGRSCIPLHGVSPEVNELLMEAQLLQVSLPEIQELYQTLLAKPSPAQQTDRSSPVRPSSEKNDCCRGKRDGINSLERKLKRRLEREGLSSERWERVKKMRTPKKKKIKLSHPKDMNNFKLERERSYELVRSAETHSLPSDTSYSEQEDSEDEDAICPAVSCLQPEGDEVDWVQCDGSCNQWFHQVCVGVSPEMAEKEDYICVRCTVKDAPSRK
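Inhibition is measured as reduced NADH fluorescence generation from FDH coupling to formaldehyde release. Truncated KDM5BΔAP at 200 nM final acts on H3K4me3 peptide (12.5 µM in substrate mix) in pH 7.5 HEPES buffer with Tween-20, 30 min, room temperature.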
Starred values were filed as active, the others as inactive; u = inconclusive; & = joins results of further samples; [ ] = another dose, or the depositor's remark. Potency means the concentration at half of the fitted maximal effect. An excerpt; rates above refer to the full screens.

SMILES | KDM5B inh
O=C(CSc1nnc(NC(=O)C2CCC2)s1)Nc1ccccc1F | -6.6%
Cc1ccc(S(=O)(=O)c2nc(-c3ccc(F)cc3)oc2SCC(=O)c2ccccc2)cc1 | -15.2%
Cc1cccn2c(=O)cc(COc3cccc(NC(=O)COc4ccccc4)c3)nc12 | 6.8%&-2.0%
CCOc1ccccc1Nc1cc(C)nc2ccc(C)cc12 | 27.4%
CCC(O)CNc1ccc(-c2nc(COC)no2)cn1 (stereo not given) | 31.6µM*
COc1cccc(C(O)c2nc(C(=O)Nc3ccccc3)c(C)o2)c1 (stereo not given) | -12.4%[86.2 µM]
O=C(NCC(c1cccs1)N1CCCCC1)c1cc(=O)c2ccc(Br)cc2o1 (stereo not given) | 16.4%
COc1ccc(OC)c(S(=O)(=O)Nc2cccc(O)c2)c1 | 19.3%
O=[N+]([O-])c1ncccc1OCc1ccccc1Br | 14.5%
CCOc1ccccc1NC(=O)CC1Nc2ccccc2NC1=O (stereo not given) | u
COc1ccc(C(=O)NC(C(=O)NCC(C)C)C2CCN(C(=O)c3cccs3)CC2)cc1 (stereo not given) | 23.1%
COc1cccc(CN2CCCC(c3nc(CCOc4cccc(C)c4)no3)C2)c1 (stereo not given) | -4.8%
Cc1cc(C(=O)N2CCC3(CC2)c2[nH]c4ccccc4c2CCN3C)n(C)n1 | -29.8%
NC(=O)C1=C(Nc2ccc(F)cc2F)c2ccccc2S1(=O)=O | 10.6%
CN(Cc1ccccc1)Cc1cn([C@H]2CO[C@H]3[C@@H]2OC[C@@H]3NS(C)(=O)=O)nn1 | -23.3%[86.2 µM]

Printed as active in KDM5B inh, of those listed so far:
SMILES | KDM5B inh
CCC(O)CNc1ccc(-c2nc(COC)no2)cn1 (stereo not given) | 31.6µM*

The results go on:
SMILES | KDM5B inh
COc1cccc(CC(=O)N2CC[C@H](CO)[C@H](NC(=O)C3CC3)C2)c1 | -21.6%
CCc1nn(CC(=O)NCCc2ccc(Cl)cc2)c(=O)c2cc3ccccc3n12 | -4.6%
Cc1ccc2nc(CN(C)C(=O)C3CCC(=O)N(C4CCCCCC4)C3)[nH]c2c1 (stereo not given) | 27.5%
O=C(Nc1cccc2cccnc12)c1cccc2c(Br)cccc12 | 20.0%
Clc1ccc(COc2ccc(-n3cnnn3)cc2)cc1Cl | -8.9%
O=C(Nc1cc(-c2nc3ccccc3o2)ccc1Cl)c1sc2c([N+](=O)[O-])cccc2c1Cl | -8.9%
CN(Cc1ccccc1)C(=O)[C@H]1CCC[C@H]1NC(=O)c1ccncc1 | -7.5%
COc1cc(-c2nc3cc(NC(=O)c4ccc(Cl)cc4)ccc3o2)cc(OC)c1OC | -51.8%
COc1cc(/C(C)=N/NC(=O)CSc2nc3ccccc3[nH]2)ccc1O | 15.5%
COc1cccc(COc2ccc(N(C)S(=O)(=O)c3ccccc3)cc2)c1 | -13.0%
COc1ccc(C(=O)N2CCC3(CC2)OC(=O)N(Cc2ccc(O)cc2)C3(C)c2ccccc2)cc1 (stereo not given) | -26.9%
O=C(Nc1nnc(C2CC2)s1)c1cc(-c2ccncc2)nc2ccccc12 | 7.2%
COc1cccc(NC(=O)N[C@H]2CCN(C(=O)CC(C)(C)C)[C@@H]2C(=O)N[C@@H](CCCNC(=O)CC(C)(C)C)C(N)=O)c1 | 15.9%
CC(C)c1ccc(NC(=O)c2cc(S(=O)(=O)NCCc3ccccc3)ccc2F)cc1 | -23.2%
Cc1cccc(NC(=O)c2ccc(CN3C(=O)NC4(CCOCC4)C3=O)cc2)c1 | 11.6%
CC(=O)N1CCC(NC2(Cc3cc(CN(C)C)on3)COC2)CC1 | -0.8%[86.2 µM]
O=C(c1cc(-c2ccc(Cl)cc2)on1)N1CCCCCC1 | 20.5%
CC1(COc2cccnc2)COc2ccc(C(=O)NCc3cccs3)cc2N1 (stereo not given) | 35.5µM*
CC(CN1CCOCC1)C(=O)O (stereo not given) | 27.6%
CC(C)(C)c1csc(NC(=O)C2CC(=O)N(Cc3ccco3)C2)n1 (stereo not given) | -1.0%
Cc1ccc(CN(C)C(=O)c2cc3ccc(C(C)C)cc3[nH]2)o1 | -3.8%
CCN(CC)S(=O)(=O)c1cccc(C(=O)Nc2ccccc2C(=O)Nc2ccc(Cl)cc2)c1 | u
CCc1nn2c(=O)cc(COc3cccc(C)c3)nc2s1 | -12.7%
CC(C)Sc1ccc(Cl)nn1 | 14.2%
O=C(Nc1cccc(Br)c1)c1cc(S(=O)(=O)N2CCCCC2)c[nH]1 | u
COCCN1CCNc2cc(Nc3ccc(N4CCOCC4)cc3)ncc2C1 | u
COCCn1ncc(N2CCC(NC(=O)CC3CCCC3)CC2)cc1=O | -7.1%
CC1CCN(c2nc3c(s2)c(=O)n(C(C)C)c(=O)n3CC(=O)Nc2cccc(Cl)c2)CC1 | -23.0%
Cc1ccsc1C(=O)N1CCCC1c1noc(COc2ccc(F)cc2)n1 (stereo not given) | 7.0%
CCc1ccc(NC(=O)Cn2nnc(C(=O)Nc3ccc(F)cc3)c2N)cc1 | -1.0%
Cc1noc(-c2ccccc2OC2CCN(S(C)(=O)=O)C2)n1 (stereo not given) | 22.4µM*
CCc1noc([C@@H]2CC(F)(F)CN2C(=O)Cc2cccnc2)n1 | 12.9%
COc1ccccc1OCc1cc(C(=O)NC[C@H]2C[C@H]3C=C[C@H]2C32CC2)n[nH]1 | -20.0%
CS(=O)(=O)N1CCN(c2ccccc2NC(=O)c2ccc3c(c2)OCCO3)CC1 | -11.2%
O=C(Cn1c(=O)c2c(ncn2C2CCCC2)n(Cc2ccccc2)c1=O)NCc1ccc(Cl)cc1 | 11.2%
Cc1cc(-c2ccc(C)c(S(=O)(=O)Nc3cccc(C#N)c3)c2)on1 | -3.0%
Cc1c(NC(=O)Nc2cccc(Cl)c2Cl)c(=O)n(-c2ccccc2)n1C | 23.4%
O=C(NCC1(N2CCOCC2)CCSC1)Nc1ccccc1F (stereo not given) | 16.0%
COc1ccc(-c2nc3cc(C)ccc3cc2CN2CCC(N(C)C)C2)cc1 (stereo not given) | u
CC(C)N1C(=O)C2(CCCCC2)C1C(=O)N1CCN(c2ccccn2)CC1 (stereo not given) | u
COC(=O)c1ccccc1-c1ccc(/C=C(\C#N)c2nc3ccccc3[nH]2)o1 | -35.4%
CC(C)(C)c1ccc(Oc2ccc(C#N)c(C#N)c2)cc1 | 0.7%
O=[S+]([O-])(c1ccccc1)N1CC2(COCCN(Cc3ccc4c(c3)CCO4)C2)C1 | -12.9%[86.2 µM]
Cc1ccccc1OCC(=O)Nc1c(C(=O)Nc2ccccc2F)oc2ccccc12 | -3.2%
CSc1ccc(/C=C(/C#N)C(=O)NC2CCCC2)cc1 | u
COc1ccccc1CC(=O)Nc1cccc(C(=O)NC(C)(C)C)c1 | 11.8%
O=C(Nc1ccc(F)cc1F)N1CCCN(c2ccc(C(F)(F)F)cn2)CC1 | 5.5%
Cc1ccnc(NC(=O)C2c3ccccc3C(=O)N(CC(C)C)C23CCCC3)c1 (stereo not given) | 22.4µM*
CCCN(CCN(C)C)C(=O)Nc1sc(C(=O)OCC)c(C)c1C(=O)OCC | -1.8%
COc1c(Cl)cc(Cl)cc1CNC12CC3CC(CC(C3)C1)C2 | 12.7%
CCCN1CCc2[nH]cnc2C12CCN(C(=O)[C@H]1Cc3ccccc3CN1)CC2 | 7.1%
COC(=O)c1ccc2nc(CO[C@H]3CN(Cc4ccc5c(c4)OCO5)C[C@H]3F)[nH]c2c1 | -18.3%[86.2 µM]
O=C(c1cc2cn(C3CC3)cc2s1)N1CCc2ccccc2C1 | u
O=C(c1cccc(Cl)c1)N1Cc2ccccc2CC2(CCCN2Cc2ccncc2)C1 (stereo not given) | 50.1µM*
COc1cccc(-c2nc(SCC(=O)Nc3nccs3)c(-c3ccc(Cl)cc3)[nH]2)c1 | u
N#CCOC(=O)c1cc(-c2cccs2)nc2ccccc12 | u
COCCN1C(=O)c2cccn2CC1CNC(=O)Cc1ccccc1F (stereo not given) | -14.6%
Cc1[nH]c(SCC(=O)NCC2(c3ccccc3)CC2)nc1Cc1ccccc1 | 9.7%
CC(=O)Nc1ccc(CN2CCC3(C2)C(=O)N(c2ccccc2)c2ccccc23)cc1 (stereo not given) | -0.8%[115 µM]
O=C(Cc1c[nH]c2ccccc12)OCc1ccc(Cl)cc1Cl | 7.2%
Other compounds
SMILES | KDM5B inh
CCCCNC(=O)Cc1csc2nc(C)c(-c3cc(C)n(-c4ccc(F)cc4)n3)c(=O)n12 | 28.2µM*
COCCOC1CCOC2(CCN(C(=O)c3ccccc3F)CC2)C1 (stereo not given) | -11.6%
COc1ccccc1Nc1ccnc(N2CC3CCC(C2)N3CC(F)(F)F)n1 | u
CCOc1ccc(-c2nnc(SCC(=O)N3CCCC3)o2)cc1 | 17.7%
Cc1cc(Nc2ccccc2)n2nc(C)c(-c3ccccc3)c2n1 | u
CCN(CCCNC(=O)c1cc2cc3cc(C)ccc3nc2s1)c1cccc(C)c1 | -29.8%
COC(=O)[C@H]1CN(C(=O)c2cccnc2)CCN1C(=O)CSC | -14.7%[86.2 µM]
Cc1nc2c(cc(O)c3ccsc32)s1 | -25.2%
CCc1ccc(OC(C)c2nc(-c3ccc(-n4cccc4)cc3)no2)cc1 (stereo not given) | u
O=C(O)CN1CCOCC1 | 1.4%
Cc1ccc(C)c(NC(=O)c2cc(S(=O)(=O)N3CCCc4ccccc43)ccc2F)c1 | u
O=C(Nc1ccc(F)cc1Cl)c1nc2ccccc2nc1N1CCCC1 | 8.2%
CCOc1ccccc1CN(C)C(=O)CN1CC(c2ccccc2)CC1=O (stereo not given) | -1.0%
CC(Sc1nc2cc(S(=O)(=O)N(C)C)ccc2o1)C(=O)NC1CC1 (stereo not given) | -15.8%
CCc1ccccc1N1CC(c2nnc(NC(=O)c3ccco3)s2)CC1=O (stereo not given) | -11.9%

A second format for some results above.
| Molecule | KDM5B inh |
| --- | --- |
| CCN(CCCNC(=O)c1cc2cc3cc(C)ccc3nc2s1)c1cccc(C)c1 | -29.8% |
| COC(=O)[C@H]1CN(C(=O)c2cccnc2)CCN1C(=O)CSC | -14.7%[86.2 µM] |
| Cc1nc2c(cc(O)c3ccsc32)s1 | -25.2% |
| CCc1ccc(OC(C)c2nc(-c3ccc(-n4cccc4)cc3)no2)cc1 (stereo not given) | u |

Other results
SMILES | KDM5B inh
COc1ccc(C)cc1NC(=O)N(C(C)C)C1CCN(C(C)=O)CC1 | 4.1%
NCc1ccccc1-c1ccc(O)cc1 | -21.6%[149 µM]
Cc1ccc(C(=O)N2CCC3(CC2)CC(N(C(=O)c2ccccc2)C2CC2)CCO3)cn1 (stereo not given) | -3.8%
Cc1ccc(NC(=O)C2CC(=O)N(c3n[nH]c4cccc(F)c34)C2)c(C)c1 (stereo not given) | 22.4µM*
CC(C)Cc1ccc(-c2cnc(CCC(=O)NC3=NCCS3)o2)cc1 | 15.8%
CC(NC(=S)NNC=O)c1ccccc1 (stereo not given) | 0.1%
COC(=O)c1[nH]c2ccccc2c1NC(=O)CCC1CCCC1 | u
CC(C)NC(=O)N1CCCCCNC(=O)CC1c1ccccc1 (stereo not given) | -10.6%
CC(C)N1C[C@H](O)C[C@H]1c1nnc2n1CCN(C(=O)c1ccsc1)C2 | u
CC(=O)Nc1ccc(NC(=O)COC(=O)c2c(-c3ccccc3)noc2C)cc1 | 31.8%[activator]
CC1CCN(Cc2nnnn2CC(=O)N(C)Cc2ccccn2)CC1 | -37.3%
COCc1ccc2c(c1)c(OC(C)(C)C(=O)NCC1CCOCC1)nn2Cc1ccccc1 | u
O=C(NC1C[C@H]2CC[C@@H](C1)N2C(=O)Cc1ccc(Cl)cc1)c1ccncc1 (stereo not given in full) | -19.5%
O=C(Nc1ccc(-c2cccc(F)c2)cc1)C1CCCN1Cc1cnc[nH]1 (stereo not given) | 54.0%[activator]
O=C(Nc1ccccc1F)c1ccc(Cn2nc(N3CCN(c4ccccc4)CC3)ccc2=O)o1 | u

Some of the entries above in a different format.
| Molecule | KDM5B inh |
| --- | --- |
| CC(C)N1C[C@H](O)C[C@H]1c1nnc2n1CCN(C(=O)c1ccsc1)C2 | u |
| CC(=O)Nc1ccc(NC(=O)COC(=O)c2c(-c3ccccc3)noc2C)cc1 | 31.8%[activator] |
| CC1CCN(Cc2nnnn2CC(=O)N(C)Cc2ccccn2)CC1 | -37.3% |
| COCc1ccc2c(c1)c(OC(C)(C)C(=O)NCC1CCOCC1)nn2Cc1ccccc1 | u |

(cont.)
SMILES | KDM5B inh
Fc1ccc(CNC(=S)NCCc2ccc(Cl)cc2)cc1 | -15.6%
COc1cccc(C2=NN(C(C)=O)C(c3cn(-c4ccccc4)nc3-c3cccs3)C2)c1 (stereo not given) | -35.3%
COC(=O)[C@]12C[C@H](CC(=O)NCCC(C)C)C(=O)N(CCC3=CCCCC3)C1=C[C@H](C(C)C)O[C@@H]2C1CC1 | 1.8%
O=C(O)CCC(=O)c1cccs1 | 17.2%
Cc1cc(C)cc(NC(=O)c2cc(C)nc3ccccc23)c1 | 3.8%
O=C(Nc1ccc(F)cc1)C(Sc1ccccn1)c1ccccc1 (stereo not given) | 7.8%
CC(C)CNC(=O)N1C[C@@H]2CCCN3CCC[C@@H]([C@H]23)[C@H]1CCCC(=O)NCC1CC1 | -18.4%
Cc1ccc(-c2ccc3nnc(CNC(=O)c4ccc(Cl)s4)n3n2)cc1 | u
O=C(NC1CC1)[C@@H]1CN(Cc2cc(F)c(F)cc2F)C[C@H]1CO | u
COc1cc(NC(=O)Cn2c(C)cc(C)c(C#N)c2=O)cc(OC)c1 | -6.6%
O=C(O)C(c1c[nH]c2ccc(Br)cc12)N1CCN(c2nsc3ccccc23)CC1 (stereo not given) | u
